Assay outcomes: PubChem, several laboratories
CHRM4 PAM – positive allosteric modulators of human muscarinic M4 receptor; AID 624126; activation, % at 3 µM; 360,000 compounds, 0.4% hits; P08173; CHO-K1 hM4/Gqi5, Fluo-8 calcium fluorescence, ACh EC20; 0% = ACh EC20, 100% = maximal ACh;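 active = activation above its plate's cutoff, the mean activation of sample wells plus 3 SD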; also: some results filed as inactive read as strong as hits
Target sequence (P08173 whole entry, looked up): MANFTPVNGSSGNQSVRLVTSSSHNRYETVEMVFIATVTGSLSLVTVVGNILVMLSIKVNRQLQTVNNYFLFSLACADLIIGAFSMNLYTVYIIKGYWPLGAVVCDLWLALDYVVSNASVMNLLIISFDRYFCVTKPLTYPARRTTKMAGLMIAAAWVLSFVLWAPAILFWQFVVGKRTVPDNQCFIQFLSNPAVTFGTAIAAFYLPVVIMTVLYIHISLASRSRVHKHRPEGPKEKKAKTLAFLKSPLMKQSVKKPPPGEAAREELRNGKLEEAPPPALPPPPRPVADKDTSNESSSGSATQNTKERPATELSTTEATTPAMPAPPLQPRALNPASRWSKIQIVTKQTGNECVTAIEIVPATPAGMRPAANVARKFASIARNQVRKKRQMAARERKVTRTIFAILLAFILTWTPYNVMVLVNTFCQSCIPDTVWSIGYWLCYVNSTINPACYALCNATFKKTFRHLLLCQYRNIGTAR
CRFBP-R2 agonist – CRF-BP/CRF-R2 complex agonism; 350,000 compounds, 0.46% hits; HEK293 CRF-R2/CRF-BP, calcium dye fluorescence (FLIPR); percent of saturating CRF peptide response; activation, % at 13.2 µM;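 active = activation of at least 50%, plus an integration ratio under a set limit after plate pattern correction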;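 also: plate controls were neutral control wells without compound for no effect and CRF at EC100 for full effect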
IDE cell inh – cellular human IDE inhibition; inhibition, % at 5.59 µM; P14735; HEK cells, FAbetaB cleavage, fluorescence polarization; 320,000 compounds, 0.41% hits;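 active = percent inhibition above the average of all tested compounds plus 3 SD, set per screening campaign, cut at about 16% in these data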;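 also: IDE supplied by intact live HEK cells; FP after avidin binding of uncleaved biotin substrate so inhibition keeps polarization high; 0% = DMSO wells and 100% = 60 µM reference IDE inhibitor Ii1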
CRFBP-R2 block – antagonists of CRF-binding protein/CRF-R2 receptor complex; HEK293 CRF-R2/CRF-BP, CRF-induced calcium fluorescence; inhibition, % at 11.8 µM; 350,000 compounds, 0.59% hits; AID 588475;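 active = inhibition of the ligand-induced calcium signal above about 50% at the single tested concentration, limit read from the data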
CHRM5 PAM – CHRM5 positive allosteric modulation. P08912. CHO-K1 hM5, Fluo-8 calcium, ACh EC20 PAM; 0% = ACh EC20, 100% = ACh EC100. activation, % at 3 µM. 360,000 compounds, 0.3% hits. AID 624038;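 active = activation above the run cutoff, the mean activation of all test compounds plus 3 SD, cut at about 18% in these data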
Target sequence (P08912 whole entry, looked up): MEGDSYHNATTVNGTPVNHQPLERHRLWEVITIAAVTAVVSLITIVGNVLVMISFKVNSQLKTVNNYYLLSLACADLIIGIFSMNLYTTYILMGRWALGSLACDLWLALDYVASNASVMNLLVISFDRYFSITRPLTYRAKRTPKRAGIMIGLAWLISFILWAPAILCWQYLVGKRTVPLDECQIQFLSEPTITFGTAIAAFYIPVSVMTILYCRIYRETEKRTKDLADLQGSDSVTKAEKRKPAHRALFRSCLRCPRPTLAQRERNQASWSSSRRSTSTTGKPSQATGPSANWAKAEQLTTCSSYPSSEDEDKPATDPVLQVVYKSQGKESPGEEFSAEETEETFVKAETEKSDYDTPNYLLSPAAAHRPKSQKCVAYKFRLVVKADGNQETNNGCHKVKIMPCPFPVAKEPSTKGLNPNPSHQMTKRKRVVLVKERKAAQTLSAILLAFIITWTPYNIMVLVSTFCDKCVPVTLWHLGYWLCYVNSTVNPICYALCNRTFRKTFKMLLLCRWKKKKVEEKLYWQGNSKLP
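system = human M5 receptor in CHO-K1 cells | reagent = EC20 acetylcholine as agonist stimulus | compound dosing = single-point, 3 µM nominal | incubation = Fluo-8 loading 80 min at 37 °C plus 30 min room temperature | detection = Fluo-8 calcium dye fluorescence, kinetic read | benchmarks = low control EC20 acetylcholine (0%), high control EC100 acetylcholine (100%)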
M5 antag – blocks acetylcholine activation of human M5 receptor | P08912 | CHO-hM5 cells, Fluo-8 calcium fluorescence, ACh EC80 | inhibition, % at 3 µM | 360,000 compounds, 0.59% hits;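 active = inhibition above a per-plate cutoff, the mean of that plate's test compounds plus 3 SD, cut at about 27% in these data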;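 also: 0% = acetylcholine EC80 with DMSO and 100% = DMSO without agonist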
CHRM5 agonist – CHRM5 agonism in calcium assay | CHO-K1 hM5 cells, Fluo-8 calcium fluorescence; 0% DMSO wells, 100% maximal acetylcholine response | activation, % at 3 µM | 360,000 compounds, 0.19% hits | AID 624037;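 active = activation above the run's mean over test compounds plus 3 SD, cut at about 23% in these data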;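 also: signal is peak over basal fluorescence ratio across the kinetic read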
M4 antag – antagonists of human muscarinic M4 receptor (CHRM4). 360,000 compounds, 0.73% hits. P08173. CHO-hM4 cells, ACh EC80, Fluo-8 calcium fluorescence. inhibition, % at 3 µM;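 active = inhibition above its plate's cutoff, the mean inhibition of sample wells plus 3 SD, cut at about 27% in these data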;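 also: 0% = acetylcholine EC80 with DMSO and 100% = DMSO without agonist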
M4 ag – agonists of human muscarinic M4 receptor (CHRM4); P08173; CHO-K1 hM4/Gqi5, Fluo-8 calcium fluorescence; vehicle 0%, full acetylcholine response 100%; activation, % at 3 µM; 360,000 compounds, 0.14% hits; AID 624127;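 active = activation above the run mean over all test wells plus 3 SD, cut at about 32% in these data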;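 also: peak over basal fluorescence ratio per well then scaled between controls; 0% = DMSO wells and 100% = acetylcholine at EC100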
An asterisk follows results filed as active; . = no result given.

SMILES	CHRM4 PAM	CRFBP-R2 agonist	IDE cell inh	CRFBP-R2 block	CHRM5 PAM	M5 antag	CHRM5 agonist	M4 antag	M4 ag
Nc1nc(COC(=O)C2CC(=O)N(Cc3ccccc3)C2)nc(Nc2ccccc2)n1 (configuration not stated)	0	-1.6	-1	-8	-7	3	2	0	4
O=c1c(C(c2ccc(F)cc2)c2c(O)nc3n(c2=O)CCS3)c(O)nc2n1CCS2	10	0.1	-2	9	3	6	2	-4	0
COC(=O)Cc1c(O)ccn(CCc2ccc(OC)c(OC)c2)c1=O	2	-0.7	2	-1	0	9	2	-2	0
CCOC(=O)c1c(N)sc(C(=O)Nc2ccc3c(c2)OCO3)c1C	10	-4.2	-5	43	-5	-8	-3	-15	2
COc1ccc(NC(=O)C2CCN(S(=O)(=O)c3ccc(N4CCCC4=O)cc3)CC2)c(OC)c1	2	-0.2	4	5	-3	2	-3	-12	2
O/N=C1/C2C3C(Br)C4C5CC(C1C53)C24 (configuration not stated)	3	-2.8	5	7	5	-2	-5	-9	0
COc1ccc(NS(=O)(=O)c2cc(NC(=O)[C@@H](NC(N)=O)C(C)C)ccc2C)cc1	-3	2.0	-6	11	0	2	-4	-4	1
CCCCC(=O)N(C)c1c(C)nc2ccc(C(=O)NCc3ccccc3OC)cn12	-4	.	.	.	1	8	0	-2	0
COc1ccc(CCN2CC34C=CC(O3)C(C(=O)NCc3ccccc3)C4C2=O)cc1OC (configuration not stated)	-2	-0.6	2	-7	-2	1	0	0	1
COc1ccc(NC(=O)c2ccc3c(c2)C(=O)N(CC2CCCO2)C3=O)cc1O (configuration not stated)	-2	-2.2	0	8	-1	-2	2	-2	4
COc1ccc2[nH]cc(CCNC(=O)c3ccc4ccccc4n3)c2c1	-5	-1.3	6	10	-3	6	-4	6	7
Cc1cccc(C)c1NC(=O)CN(C)C(=O)c1ccccc1C(=O)N(C)Cc1ccccc1	-6	-1.3	9	-2	0	0	-3	-21	7
COc1ccc(CCNC(=O)c2ccc(SC)cc2OC)cc1	0	-4.8	-1	22	-14	22	-5	-9	3
c1ccc(CCNc2ccc3nncn3n2)cc1	0	-0.1	-3	9	4	-4	2	-9	1
COc1ccc(S(=O)(=O)N/N=C(/C)c2cccc(NC(=O)c3ccccc3Cl)c2)cc1	9	-2.8	0	45	3	11	-1	2	5
CCCNC(=O)C1(C)CCN(Cc2ccc(C)c3ccccc23)C1 (configuration not stated)	3	.	.	.	-4	6	-2	-7	0
Cn1c(NC(=O)c2ccc(Cl)cc2Cl)cc(=O)n(C)c1=O	-5	0.3	2	9	-2	7	2	6	1
O=C(NC(c1ccccc1)c1ccccc1)C1CCCO1 (configuration not stated)	11	-2.7	2	-5	-2	12	-2	5	3
Nc1ccc2c(c1)COc1ccccc1O2	8	0.7	-2	12	6	-10	-6	-7	3
CC(C)Nc1nc(NC(C)C)nc(N(C)N)n1	1	4.0	3	-6	-7	7	0	1	1
O=S(=O)(c1cccs1)N1CCN(Cc2nc3ccccc3s2)CC1	-8	-0.2	3	9	-6	2	1	10	5
Cc1cc(C)c(OCC(=O)NCC2CCCO2)c(C)c1 (configuration not stated)	-4	0.8	-5	-8	4	2	-1	5	0
CC1Cc2cc(/C(O)=C3/C(=O)C(=O)N(CCCN(C)C)C3c3ccncc3)ccc2O1 (configuration not stated)	7	0.0	.	9	1	-7	-2	-3	0
S=C(Nc1cccc2ccccc12)Nc1cccc2ccccc12	-3	-0.8	.	7	-2	14	-2	3	1
O=C(Nc1ccc([N+](=O)[O-])cc1)c1cc2ccccc2nc1Cl	-14	-0.5	-1	-1	-27	16	-1	-1	14
COC(=O)c1sc(N2C(=O)C(O)=C(C(=O)c3ccc(C)o3)C2c2ccc(OC)c(OC)c2)nc1C (configuration not stated)	-2	0.3	.	-3	-1	21	1	15	0
Cc1nnc(SCc2ccc(C(=O)Nc3cc(Cl)ccc3C)cc2)s1	-6	-3.2	4	25	-8	7	-6	2	2
COc1ccc(Cl)cc1C(=O)NCC(C)C	2	-1.3	4	5	9	-10	-4	-4	0
O=[N+]([O-])c1ccc(NC(=S)N2CCN(S(=O)(=O)c3ccccc3)CC2)cc1	-3	0.1	.	3	5	-14	-4	4	6
CC(CN1CCOCC1)OC(=O)C(c1ccccc1)c1ccccc1 (configuration not stated)	4	-1.4	-5	30	6	-9	-7	-7	1
C=CCn1c(N)c(C(=O)OC(C)(C)C)c2nc3ccccc3nc21	-4	-1.7	.	9	5	-1	-4	1	1
CN1CCN(C(=O)c2cccc(COc3cc(Cl)ccc3Cl)c2)CC1	4	-2.8	-3	-7	-8	5	-7	-4	6
CCN(CC)CC(=O)NCC1(c2ccccc2)CCOCC1	-1	0.6	0	2	2	-4	-4	8	0
CCC(C(=O)Nc1c(C)cccc1C)n1c(-c2cnc(C)cn2)nc2ccccc21 (configuration not stated)	6	.	.	.	3	-4	-3	-11	2
COc1ccccc1OCCOc1ccc(/C=N/n2cnnc2)cc1	6	-0.8	-1	-1	5	-1	2	7	3
O=C(O)c1cccc(Sc2ccc(Br)cc2C(=O)O)c1	13	-2.3	1	3	10	-4	4	-3	0
Cc1ccc(CC(=O)NCCCn2ccnc2)cc1	7	3.4	2	17	3	3	1	-8	0
COc1cccc(C(=O)Nc2ccc(S(=O)(=O)Nc3onc(C)c3C)cc2)c1	11	-1.3	-2	2	2	-10	0	-6	1
O=C(Cc1ccccc1)Nc1cccc(NC(=O)c2ccccc2)c1	-4	0.0	5	10	-4	5	2	2	4
C=CCNC(=O)/C=C/c1ccc(C(C)C)cc1	9	-1.1	1	0	-2	6	0	-5	0
NS(=O)(=O)c1ccc(CCNC(=O)c2ccc(Cl)c(S(=O)(=O)NCc3ccco3)c2)cc1	4	-0.1	6	-10	-4	8	-1	1	1
CCOc1ccc(C(=O)C(C)OC(=O)Cn2c(C)csc2=O)cc1 (configuration not stated)	-4	1.2	0	0	-1	11	-3	-3	1
CCOC(=O)c1ccc(NC(=S)N(CCN2CCCCCC2)Cc2cccs2)cc1	-13	1.9	6	10	-6	10	-12	9	-1
CCS(=O)(=O)c1ccc2oc(SCC(=O)c3c(N)n(C4CC4)c(=O)[nH]c3=O)nc2c1	1	0.1	8	-6	-1	17	-1	6	0
CCOC(=O)C1CN(S(=O)(=O)c2ccccc2)CCN1S(=O)(=O)c1ccccc1 (configuration not stated)	-13	1.4	4	14	-3	1	-2	-5	1
OC(c1ccc(Cl)c(Cl)c1)c1ncc(-c2ccccc2Cl)[nH]1 (configuration not stated)	-6	.	.	.	-2	7	1	-6	3
CCc1cccc(N(C(=O)c2csnn2)C(C(=O)NC(C)(C)C)c2ccccn2)c1 (configuration not stated)	10	-2.4	8	14	1	-2	0	1	0
CC1CN(C(=O)CS(=O)(=O)Cc2ccccc2)CC(C)O1 (configuration not stated)	0	0.5	-8	3	9	-7	-1	-10	1
CCOC(=O)C1CCCN(c2nnnn2-c2ccccc2)C1 (configuration not stated)	5	2.5	0	-8	4	3	-4	4	1
Cc1ccc(NC(=S)NCc2ccc3c(c2)OCO3)cc1C	2	0.5	5	2	-3	-9	1	-5	2
CCOc1ccc(NC(=O)C2CCN(S(=O)(=O)c3ccc4c(c3)N(C(C)=O)CCO4)CC2)cc1	4	0.2	2	-6	-7	17	-5	-2	6
COc1ccc(N2CCN(C(=O)c3c(-c4c(F)cccc4Cl)noc3C)CC2)cc1	0	1.1	-4	-17	-7	26	-6	3	3
COc1ccc(CCNCC(O)Cn2c3ccccc3c3ccccc32)cc1OC (configuration not stated)	-4	5.0	0	-18	-4	15	14	18	22
Cc1ccc(S(=O)(=O)N2CCN(CC(=O)N/N=C\c3ccc(O)c(O)c3)CC2)cc1	3	0.6	1	-5	8	-4	1	1	0
O=C(NCc1ccco1)c1cc([N+](=O)[O-])ccc1N1CCCCC1	-6	-2.0	-5	46	-6	-2	-4	-3	1
OCC1CCCN(C(=S)Nc2ccc(Nc3ccccc3)cc2)C1 (configuration not stated)	2	-1.0	-2	10	7	5	-1	-2	4
CN(C)CCn1c2c(c(SCC(=O)Nc3ccccc3C(F)(F)F)nc1=O)CCCC2	6	-0.4	4	-14	6	-3	-1	2	4
CCOc1c2ccc(C(=O)NCc3cc(C(F)(F)F)cc(C(F)(F)F)c3)cc2nn1C	2	-0.1	1	-6	-4	-2	-11	-1	2
O=C(O)C1=C[C@@H](c2ccc(Br)cc2)C[C@@H](OCCCCO)O1	-1	-0.6	2	1	3	10	2	9	0
COCCNc1nc2c(c(=O)n(Cc3ccc(OC)cc3)c(=O)n2C)n1C	7	-0.1	1	4	-1	-1	0	1	1

A different layout for some results above:
Second line of a record – CHRM4 PAM | CRFBP-R2 agonist | IDE cell inh | CRFBP-R2 block | CHRM5 PAM | M5 antag | CHRM5 agonist | M4 antag | M4 ag
CCOc1c2ccc(C(=O)NCc3cc(C(F)(F)F)cc(C(F)(F)F)c3)cc2nn1C
    2 | -0.1 | 1 | -6 | -4 | -2 | -11 | -1 | 2
O=C(O)C1=C[C@@H](c2ccc(Br)cc2)C[C@@H](OCCCCO)O1
    -1 | -0.6 | 2 | 1 | 3 | 10 | 2 | 9 | 0
COCCNc1nc2c(c(=O)n(Cc3ccc(OC)cc3)c(=O)n2C)n1C
    7 | -0.1 | 1 | 4 | -1 | -1 | 0 | 1 | 1

Continuation:
SMILES	CHRM4 PAM	CRFBP-R2 agonist	IDE cell inh	CRFBP-R2 block	CHRM5 PAM	M5 antag	CHRM5 agonist	M4 antag	M4 ag
COc1ccc(-c2ccc(=O)[nH]n2)cc1	-6	-0.5	-1	0	-10	9	-1	22	0
COc1ccccc1NC(=O)Cn1c(=O)n2nc(C)nc2c2ccccc21	0	-2.4	-2	7	-3	4	3	-4	2
Cc1ccccc1NC(=O)CC(O)(C(F)(F)F)C(F)(F)F	-1	0.3	1	11	-5	2	-1	2	2
CCOC(=O)N1CCN(C(=O)Cn2nc(C)n3nc(-c4ccccc4)cc3c2=O)CC1	-3	0.6	-3	-7	3	10	-3	-8	2
C=CCCc1ccc(C#N)c(SCc2c(C(=O)OCC)c3cc(OC(C)=O)c(Br)cc3n2C)n1	18	6.7	-3	2	-1	-5	0	-18	1
Cc1ccc(S(=O)(=O)N(C)Cc2ccc(C(=O)NN=C3C4CC5CC(C4)CC3C5)cc2)cc1	4	-0.4	2	5	-4	2	-1	-8	2
COC(=O)[C@]12CCCCC=C1N(Cc1ccco1)C(=O)[C@H](CC(=O)N1CCOCC1)C2	-2	.	.	.	-4	8	3	9	3
Cc1ccc(OCCSc2nnc(NC(=O)c3ccco3)s2)cc1	5	0.9	-1	-10	-5	-3	-2	6	0
CCN=C1S/C(=C\c2cc(Br)ccc2OCC(=O)OCC)C(=O)N1CC	4	0.4	4	9	2	-4	0	-10	-1
C/C(CC(=O)Nc1ccc(N(C)C)cc1)=N\NC(=O)c1ccccc1F	1	-0.9	.	-1	2	-8	2	3	1
O=C1NC(c2ccccc2)=NC1(NS(=O)(=O)c1ccccc1)C(F)(F)F (configuration not stated)	-3	-2.1	-1	8	1	2	-2	5	0
Cc1cc(C)cc(N=Cc2ccc([N+](=O)[O-])s2)c1	4	-0.1	3	-13	2	1	2	-3	1

Hits appear at their usual frequency. Share with any hit: about 2.9%.
